PhoP GFP inhibition – Inhibition of PhoP regulon, Salmonella typhi GFP reporter cells, confirmation, 4 h (AID 1850). Salmonella Typhi PhoP-promoter GFP reporter, fluorescence, 4 h; higher % means a stronger effect. one-dose inhibition, % at 50 µM; IC50 in µM for titrated hits. hit rate 0.33% among 310,000; in the data active means a potency from the dose series; inconclusive means inhibition mostly from about 25% at the one dose, without a potency; inactive means the rest, 99 in 100 with inhibition below about 19%;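 further: 0% = induced wells with vehicle and 100% = uninduced wells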
tuberculosis growth – growth inhibition of non-replicating M. tuberculosis (AID 488890); inhibition, % at 25 µM; hits with a dose series show IC50 in µM; Mycobacterium tuberculosis non-replicating, growth inhibition; higher % means a stronger effect; hit rate 0.39% among 320,000; in the data active means a potency from the dose series; inconclusive means inhibition mostly from about 82% at the one dose, without a potency; inactive means the rest, 99 in 100 with inhibition below about 76%;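 further: plate controls were DMSO cells for no effect and high antibiotic wells for full effect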
inhibitors of VEEV – inhibitors of VEEV TC-83 cytopathic effect, confirmation, Vero cells (AID 588727) | Vero cells, VEEV TC-83 cytopathic effect inhibition; higher % means a stronger effect | one-dose inhibition, % at 20 µM; IC50 in µM for titrated hits | hit rate 0.13% among 350,000; in the data active means a potency from the dose series; inconclusive means inhibition mostly from about 14% at the one dose, without a potency; inactive means the rest, 99 in 100 with inhibition below about 12%; further: strong numbers were not always called active
H37Rv inhibition – M. tuberculosis growth inhibition, HTS (AID 449762); M. tuberculosis H37Rv growth inhibition, 7H9 media; higher % means a stronger effect; one-dose inhibition, % at 25 µM; IC50 in µM for titrated hits; hit rate 0.59% among 330,000; in the data active means a potency from the dose series; inconclusive means inhibition above about 70% without an active follow-up result;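 further: bacterial growth assessed after seven days of incubation; strong numbers were not always called active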
H1N1 NS1A inhibition – NS1A inhibition, H1N1 influenza, cell based functional assay (AID 504329) | hit rate 0.3% among 340,000 | one-dose inhibition, % at 12.5 µM; IC50 in µM for titrated hits | NS1A functional cell-based assay, percent inhibition; higher % means a stronger effect; in the data active means a potency from the dose series; inconclusive means inhibition above about 27% without an active follow-up result; further: strong numbers were not always called active
inhibitors of VEEV 10K pilot screen – recorded beside inhibitors of VEEV, whose call it bears; inhibition, %; measured here: 10K pilot screen inhibition
* marks the source's active call; other numbers are inactive results; i = inactive; ? = inconclusive; · = not tested or not shown.

SMILES	PhoP GFP inhibition	tuberculosis growth	inhibitors of VEEV	H37Rv inhibition	H1N1 NS1A inhibition	others
CCN(CC)CCNC(=O)C(=O)Nc1ccc(C(=O)OC)cc1	11%	-11%	1.5%	3%	-23%
Cc1cc(S(=O)(=O)N2CCN(CC(=O)NCCc3cccs3)CC2)ccc1Br	·	25%	4.2%	2%	0%
CCOc1cc(C(=O)N(C)CC(=O)Nc2cccc(F)c2)ccc1OCC(=O)N1CCOCC1	2%	-15%	2.5%	1%	5%
O=C(CSc1nnc(NC(=O)c2c(F)cccc2F)s1)NC1CCCCC1	3%	16%	1.9%	8%	11%
CC1CCC2C(C1)c1sc(=O)[nH]c1SC2(C)C (centres undefined)	-6%	31%	i	-19%	-2%
COc1ccc(OCCCC(=O)Nc2ccc(N3CCCCC3)cc2)cc1	-2%	?	0.3%	-2%	-3%
CCC(C(=O)OCC(=O)C1(O)CCC2C3CCC4=CC(=O)CCC4(C)C3C(O)CC21C)C(C)C (centres undefined)	·	·	6.1%	·	-28%
Cc1cccc(CN2CCC(CNC(=O)Nc3ccc(F)c(Cl)c3)CC2)c1	10%	66%	i	6%	-5%
COc1ccc2oc(=O)c(C(=O)Nc3ccccc3C)cc2c1	-5%	64%	1.4%	4%	-4%
O=C(Nc1cc(F)cc(F)c1)c1sc(Cl)nc1-c1ccccc1	3%	-27%	i	1%	-3%
CCOC(=O)C1CCCN(C(=O)c2cc(Nc3ccc(OC)cc3)nc3ccccc23)C1 (centres undefined)	0%	22%	12%	11%	2%
COCC(C)n1c(SCC(=O)NNC(=O)c2ccc(F)cc2)nc2ccccc2c1=O (centres undefined)	-6%	-6%	0.1%	7%	21%
COc1cc(Cl)c(S(=O)(=O)N2CC(C)OC(C)C2)cc1Cl (centres undefined)	-1%	-1%	1.9%	-5%	-7%
CCCCC1(CC)C(=O)NC(=O)NC1=Nc1ccc(OC)cc1 (centres undefined)	4%	-2%	i	1%	8%
CC(C)c1nc2scc(-c3ccc(Cl)cc3)c2c(=O)n1N	6%	51%	7.3%	82µM*	-16%
COc1cc(CC(=O)OCC(=O)NCC(C)C)cc(OC)c1OC	3%	10%	1.2%	-1%	0%
COc1ccc(-c2cn(CCC(=O)O)c(-c3ccncc3)n2)cc1	-8%	0%	i	3%	0%
O=C(CNS(=O)(=O)c1ccc(F)cc1)N1CCCCCC1	16%	-14%	0.0%	-5%	1%	inhibitors of VEEV 10K pilot screen=1.5
COc1ccc(C(CC(=O)O)NC(=O)COc2ccccc2)cc1OC (centres undefined)	-6%	-2%	i	8%	10%
CN1C[C@@H]2[C@@H]3C(=O)N(Cc4ccccc4)C(=O)[C@@H]3[C@](Cc3ccccc3)(C1=O)N2C(=O)c1ccc(F)cc1	·	·	i	·	0%
O=S(=O)(c1ccc(F)cc1)c1snnc1-c1ccccc1	10%	57%	29%	?	-8%
Cc1cc(C)cc(-n2nnc(C(=O)NCc3ccco3)c2N)c1	6%	4%	4.0%	8%	8%
CSc1nc(N)n(-c2cc(C(F)(F)F)ccn2)n1	4%	-12%	0.3%	35%	-13%
COC(=O)Cn1cnc2c(nnn2-c2ccc(OC)cc2)c1=O	-12%	-9%	i	-1%	24%

Five records drawn at random from the list so far:
SMILES	PhoP GFP inhibition	tuberculosis growth	inhibitors of VEEV	H37Rv inhibition	H1N1 NS1A inhibition	others
COc1cc(Cl)c(S(=O)(=O)N2CC(C)OC(C)C2)cc1Cl (centres undefined)	-1%	-1%	1.9%	-5%	-7%
O=S(=O)(c1ccc(F)cc1)c1snnc1-c1ccccc1	10%	57%	29%	?	-8%
COC(=O)Cn1cnc2c(nnn2-c2ccc(OC)cc2)c1=O	-12%	-9%	i	-1%	24%
O=C(CNS(=O)(=O)c1ccc(F)cc1)N1CCCCCC1	16%	-14%	0.0%	-5%	1%	inhibitors of VEEV 10K pilot screen=1.5
CC(C)c1nc2scc(-c3ccc(Cl)cc3)c2c(=O)n1N	6%	51%	7.3%	82µM*	-16%

The list goes on:
SMILES	PhoP GFP inhibition	tuberculosis growth	inhibitors of VEEV	H37Rv inhibition	H1N1 NS1A inhibition	others
CSc1cccc(NC(=O)C2C3C=CC4(O3)C2C(=O)N(CCN2CCOCC2)C4C(=O)NC2CCCCC2)c1 (centres undefined)	-13%	-1%	1.6%	1%	-8%
O=C(NC(=S)N1CCCC1)c1ccccc1F	·	54%	1.8%	-5%	-7%
CCOc1ccc(CC(=O)NCCc2cnc[nH]2)cc1	-13%	-6%	0.4%	3%	-3%
N#Cc1cc2c(=O)n3ccccc3nc2n(Cc2cccnc2)c1=O	-9%	-6%	2.7%	-4%	-4%
O=[N+]([O-])c1ccc2c(c1)C(N1CCOCC1)/C(=C/COc1ccc(Cl)cc1Cl)O2 (centres undefined)	-12%	19%	4.2%	9%	8%
Cc1cc(C)c(C(=O)/C=C/C=C/c2ccccc2)c(=O)[nH]1	0%	26%	0.7%	9%	-2%
COC(=O)[C@@H](NC(=O)CCc1nnc(-c2ccsc2)o1)C(C)C	6%	2%	0.5%	-3%	-9%
Cc1cc(NC(=O)CSc2nc3ccccc3cc2C#N)no1	8%	-7%	1.8%	7%	-5%
CCCCCCCCCCCCCCCC(=O)OCC1OC(n2ccc(N)nc2=O)C(O)C1O (centres undefined)	·	·	0.0%	·	-20%
Cc1c(C(=O)N2CCCCC2)c(S(=O)(=O)NCCc2ccc(Cl)cc2)c(C)n1C	4%	-10%	2.1%	1%	6%
COc1ccc(NS(=O)(=O)c2ccc(C)c(NC(=O)C3CCCO3)c2)cc1 (centres undefined)	·	-9%	3.8%	0%	-3%
O=C(C1CC(=O)N(C2CCCCC2)C1)N1CCc2ccccc21 (centres undefined)	0%	13%	1.2%	4%	0%
CCOC(=O)c1sc(=S)n(C)c1N	1%	-20%	0.8%	-4%	-26%
COc1ccc(C(=O)O)cc1Nc1cc(C)nc2ncnn12	·	-4%	1.3%	-9%	2%
COc1ccccc1N1CCN(Cc2nc(N)nc(Nc3ccc(C)cc3)n2)CC1	-2%	?	5.2%	?	5%
CN(CCCC(=O)O)S(=O)(=O)c1ccc2c(c1)C(=O)c1cc(S(=O)(=O)N(C)CCCC(=O)O)ccc1-2	2%	-1%	0.6%	8%	-3%
Cc1nn2cc(-c3cccc(Cl)c3)cnc2c1Br	-2%	-2%	i	4%	-10%
COc1cccc(C(=O)N2CCC(n3nccc3NC(=O)C3CCOC3)CC2)c1 (centres undefined)	-9%	-5%	i	7%	16%
COc1ccc(C(=O)CC(=O)C(=O)Nc2ccc([N+](=O)[O-])cc2C)cc1	-7%	47%	2.0%	54%	-2%
CCOC(=O)Cc1cc(=O)n2[nH]c(C(C)(C)C)cc2n1	-14%	-10%	1.5%	11%	-23%
CCC(C)N1CC(C(=O)NC2CCCCC2)CC1=O (centres undefined)	-6%	-16%	5.2%	-10%	-5%
Cc1ccc(NC(=O)CN(C)CC(=O)Nc2c(C)cccc2C)c(Br)c1	8%	17%	1.4%	3%	3%
CSc1ccc(/C=C(/NC(=O)c2ccco2)C(=O)N2CCCCC2)cc1	0%	15%	2.5%	6%	-2%
CCCCNC(=S)NNC(=O)c1csc(C)c1C	2%	-10%	3.5%	-2%	-1%
CCOc1ccccc1N1Cc2cc(C)c(C)cc2C1	6%	58%	1.8%	1%	3%	inhibitors of VEEV 10K pilot screen=0.0
Cc1cccc(NC(=S)N(CCc2ccncc2)C(C)C)c1C	-11%	2%	i	1%	-1%
COc1cc(C2CC(=O)c3cnc(N)nc3C2)cc(OC)c1OC (centres undefined)	2%	-8%	i	-15%	-1%
COc1ccc(CCN(C)C(=O)COc2ccc(N(C)S(=O)(=O)c3ccc(C)cc3)cc2)cc1OC	1%	12%	7.5%	3%	-1%
N#CC(c1ccccc1)C1CCN(Cc2ccccc2)CC1 (centres undefined)	-5%	9%	i	5%	29%
Cc1ccc(S(=O)(=O)N2Cc3ccccc3CC2C(=O)Nc2cc(C)on2)cc1 (centres undefined)	0%	12%	2.5%	-3%	-12%
Cc1ccc(C(=O)NCC(=O)N(C)Cc2ccc(Cl)cc2Cl)s1	·	·	1.6%	·	0%
CCC(C)C1Nc2ccc(C(=O)NCCc3ccc(OC)c(OC)c3)cc2NC1=O (centres undefined)	6%	16%	1.2%	9%	2%
CCO[C@H]1OC(C(=O)NCc2nc3ccccc3[nH]2)=C[C@@H](c2ccc3c(c2)OCO3)[C@@H]1CCCO	-16%	8%	5.9%	3%	-4%
O=C(c1ccccc1)C1OC1C(=O)c1ccccc1 (centres undefined)	·	·	12%	·	5%
CC1CCCN(C(=O)CCc2ccccc2)C1 (centres undefined)	-6%	64%	i	-3%	2%
COc1ccccc1-n1c(CNC(=O)c2cccc([N+](=O)[O-])c2C)n[nH]c1=S	1%	19%	5.2%	1%	-1%

Overlap with the part before: 2 entries; new compounds follow.
SMILES	PhoP GFP inhibition	tuberculosis growth	inhibitors of VEEV	H37Rv inhibition	H1N1 NS1A inhibition	others
CC1CCCN(C(=O)CCc2ccccc2)C1 (centres undefined)	-6%	64%	i	-3%	2%
COc1ccccc1-n1c(CNC(=O)c2cccc([N+](=O)[O-])c2C)n[nH]c1=S	1%	19%	5.2%	1%	-1%
Clc1ccc(-c2nc(-c3cnccn3)no2)cc1	-1%	-2%	i	-1%	·
Cc1ccc(S(=O)(=O)N2CCSC2)cc1C	15%	-4%	0.2%	6%	7%
CCOc1ccccc1NC(=O)COC(=O)/C=C/c1ccc(OC)c(OC)c1	-16%	44%	0.4%	-2%	1%
Cc1cccc(-n2c(C)cc(/C=N\NC(=O)c3cccs3)c2C)c1	4%	-13%	15µM*	-8%	3%
O=C(COc1ccc(F)cc1Cl)Nc1cc(S(=O)(=O)N2CCOCC2)ccc1N1CCCCC1	-6%	51%	3.1%	-2%	-2%
CC(C)(C)OC(=O)CC[C@@H](C(=O)NCCCCCCCCCCC(=O)N1CCN(C(=O)OC(C)(C)C)CC1)n1cc(CCCCCNC(=O)OC(C)(C)C)nn1	1%	13%	1.1%	3%	13%
Cc1cc(NC(=O)CSc2c3c(nc4ccccc24)CCC3)no1	-11%	31%	2.3%	-2%	-15%
Cc1sc2ncnc(OCC(=O)Nc3ccc4c(c3)OCCO4)c2c1C	-3%	-10%	i	0%	-11%
c1ccc(Nc2nnc(SCc3cccc4ccccc34)s2)cc1	-2%	-6%	2.5%	-1%	-2%
Cc1ncc([N+](=O)[O-])n1CC(=O)N/N=C/c1ccc(F)cc1	-4%	-8%	0.8%	0%	-5%
Cc1cc(C)c(NC(=O)CN2C(=O)NC(Cc3ccccc3)C2=O)c(C)c1 (centres undefined)	3%	-4%	i	-6%	11%
Cc1cccc([C@@H]2[C@@H]3C(=O)N(Cc4ccccc4)C(=O)[C@@H]3[C@]3(CC(C)C)C(=O)N(c4cccc(Br)c4)C(=O)N23)c1	-5%	30%	0.1%	-6%	7%
Cc1cccn2c(=O)c3cc(C(=O)NCc4ccco4)c(=N)n(CCc4ccccc4)c3nc12	-4%	53%	7.9%	?	-8%
Cc1cccc(C)c1NC(=S)Nc1ccc(Cl)c(Cl)c1	-2%	?	0.1%	?	-6%	inhibitors of VEEV 10K pilot screen=0.0
COc1ccccc1NC(=O)CSc1nc2c(sc3ccccc32)c(=O)n1CCN(C)C	4%	3%	0.5%	-1%	4%
CCOc1ncccc1C(=O)OCC(=O)Nc1cc(S(=O)(=O)N2CCCCC2)ccc1Cl	·	·	4.7%	·	-4%
CN1CCN(CCCN(Cc2cccs2)C(=S)Nc2ccc(Cl)cc2)CC1	-5%	31%	0.1%	2%	13%
CC(C)CCN1CCC(CN2C(=O)C(=O)NC[C@@H]2Cc2ccccc2)CC1	·	·	i	·	-10%
COCCn1c(=NC(=O)c2ccc(S(=O)(=O)N3CCOCC3)cc2)sc2cc(S(N)(=O)=O)ccc21	-15%	-7%	8.8%	-4%	-5%
COc1ccccc1OCC(=O)NNC(=O)c1cnccn1	5%	·	1.5%	6%	8%
CCCNC(=O)COC(=O)/C=C/c1ccco1	-3%	45%	i	0%	30%
CC[C@]12c3[nH]c4ccc(OC)cc4c3CCN1C(=O)C(CC(=O)NCc1cccc(C(F)(F)F)c1)C[C@@H]2C(=O)N1CCN(C(=O)c2ccco2)CC1 (some centres undefined)	·	·	0.1%	·	-21%
C/C(=N\N1CCN(C)CC1)c1ccc(Cl)c(Cl)c1	-1%	-7%	1.0%	7%	-5%
COc1ccc(Cl)cc1NC(=O)Cn1c(=O)n2nc(C)nc2c2ccccc21	6%	58%	3.1%	9%	9%
Cc1nn(CCC(=O)N2CCN(S(=O)(=O)c3ccc(Cl)cc3)CC2)c(C)c1C	2%	-3%	0.6%	4%	-8%
COc1ccc(C(=O)Nc2nc3ccc(S(C)(=O)=O)cc3s2)cc1OC	7%	-17%	1.8%	-6%	9%

Screening results from PubChem.
